MBNL1 CUG block: inhibitors of human MBNL1 binding to CUG repeat RNA. Q9NR56. TR-FRET MBNL1-His/biotin-(CUG)12 binding, 665/545 ratio. Potency, µM (titrated, usually from 57.5 µM), for the others: at the top dose activity change, negative = inhibition, most hits filed as inhibitors. hit rate 0.036% among 280,000; active = well fitted inhibition curve with a large enough effect in the signal ratio, with a control signal flat, not every such curve was filed as active; inconclusive = small, poorly fitted or top-dose-only effect, or effect the other way, or a change in a side signal; inactive = no such curve, though single readings can be large or run the other way; the % refers to the signal ratio; note: potency is the fitted concentration of half-maximal effect; % is set by controls: 0 for no effect and ±100 for the full control effect
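Compound titration spanned 92 nM–58 uM against the MBNL1-His/biotin-(CUG)12 complex. After 60 min at room temperature with 5 nM streptavidin-XL665 and 0.055 ng/ul terbium anti-His, ratiometric 665/545 nm emission (Ex 340 nm) normalized to controls.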
RORgamma inh: inhibitors of mouse ROR gamma transcriptional activity | Drosophila S2 Gal4-RORgamma UAS-luciferase reporter, 20 h | P51450 | hit rate 5.4% among 310,000 | Potency, µM (top dose mostly 53.6 µM), inactives show at the top dose activity change, negative = inhibition, actives largely listed as inhibitors; note: potency is the fitted concentration of half-maximal effect; % is set by controls: 0 for no effect and ±100 for the full control effect; nearly all actives have a fitted effect of over 60% in size
Target sequence (P51450 whole entry, looked up, the tested form may be a part): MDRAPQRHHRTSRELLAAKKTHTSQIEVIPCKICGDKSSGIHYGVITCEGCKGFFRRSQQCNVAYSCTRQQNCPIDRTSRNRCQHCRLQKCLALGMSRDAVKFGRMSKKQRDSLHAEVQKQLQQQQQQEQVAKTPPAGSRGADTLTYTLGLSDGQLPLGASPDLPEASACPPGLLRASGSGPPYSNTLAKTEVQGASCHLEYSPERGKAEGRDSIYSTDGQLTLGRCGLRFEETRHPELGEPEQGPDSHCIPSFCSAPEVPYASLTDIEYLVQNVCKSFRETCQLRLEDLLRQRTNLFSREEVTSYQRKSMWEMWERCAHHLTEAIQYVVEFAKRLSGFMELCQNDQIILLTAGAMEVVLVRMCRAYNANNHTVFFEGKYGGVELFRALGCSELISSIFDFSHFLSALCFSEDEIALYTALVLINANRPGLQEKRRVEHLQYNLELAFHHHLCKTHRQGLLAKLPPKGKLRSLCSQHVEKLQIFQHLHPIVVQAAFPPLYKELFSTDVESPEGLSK
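Drosophila S2 cells stably expressing Gal4-DBD/mouse RORγ fusion under metallothionein promoter plus UAS-luciferase; compound 1 h, then 700 uM CuSO4 induction for 20 h at ambient temperature; inhibition read as reduced luminescence.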
ELG1 DNA repair: ELG1-dependent DNA repair inhibition; Potency, µM (doses to about 46.1 µM), for the others: at the top dose activity change, negative = inhibition, usual class: inhibitors; AID 504467; HEK293T ELG1-luciferase reporter, luminescence, 16 h; DNA damage induced by 5-fluorouridine; hit rate 2.3% among 330,000; note: potency is the fitted concentration of half-maximal effect; % is set by controls: 0 for no effect and ±100 for the full control effect; nearly all actives have a fitted effect of over 55% in size
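Step one: seed 2,000 cells per well. Step two: pin-transfer compound or DMSO alongside 5-fluorouridine. Step three: incubate 16 hr, 37 °C, 5% CO2. Step four: add ONE-Glo, wait 30 min, read luminescence.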
KCNH2 3.1 block: blocks the human KCNH2 3.1 channel isoform; U2OS KCNH2 3.1, thallium flux FluxOr; hits give low values; activity change, % (tested at about 1.8 µM); hit rate 0.95% among 340,000;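 active = maximum activity change below -70%; inconclusive = maximum activity change from -70% to -50%; inactive = maximum activity change above -50%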;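 note: thallium influx rate constant from kinetic fluorescence after stimulation buffer; % is set by controls: 0 for no effect and ±100 for the full control effect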
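FluxOr-based Tl+ influx in U2OS cells transduced with KCNH2 3.1 virus; rate constants normalized to DMSO controls.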
NPC1 prom act: activators of NPC1 promoter; AID 485313; hit rate 2.4% among 320,000; Huh7 NPC1 promoter luciferase reporter, 24 h; Potency, µM (top dose mostly 9.22 µM), for the others: at the top dose activation, hits mostly activators;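 note: potency is the fitted concentration of half-maximal effect; % of control where 0% means no effect; nearly all actives have a fitted effect of over 60% in size; reporter is driven by a mutant NPC1 promoter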
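Luciferase expression driven by the NPC1 promoter was measured in stably transfected Huh7 cells after a 24 h compound incubation, using a luciferase reagent and a luminescence read.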
Mito fusion yeast: mitochondrial division inhibition or fusion activation. S. cerevisiae fusion-defective mutant growth rescue, CellTiterGlo 48 h. Potency, µM (highest dose often 46.1 µM), for the others: at the top dose growth rescue (activation), most hits filed as activators. hit rate 0.23% among 320,000;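 note: potency is the fitted concentration of half-maximal effect; % of control where 0% means no effect; nearly all actives have a fitted effect of over 45% in size; temperature-sensitive fusion mutants such as fzo1-1 at 37 °C on non-fermentable ethanol glycerol medium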
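Yeast fusion mutant, YPEG (non-fermentable carbon), compound, 48 h at 37C non-permissive; CellTiterGlo added, 10 min RT, luminescence read. Rescued growth = division inhibition.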
Rab9 prom act: Rab9 promoter activation; AID 485297; Huh7 Rab9 promoter-luciferase reporter, luminescence, 24 h; Potency, µM (doses to about 9.22 µM), for inactives: at the top dose activation, negative = inhibition, actives largely listed as activators; hit rate 2.8% among 320,000; note: potency is the fitted concentration of half-maximal effect; % of control where 0% means no effect; nearly all actives have a fitted effect of over 60% in size
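Huh7 reporter line, Rab9 promoter upstream of luciferase. Compound exposure 24 h at 37 °C in reduced-serum medium with 10% FBS. Read-out: luminescence.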
PKM2 act: PKM2 (human) enzyme activation | hit rate 0.34% among 260,000 | Potency, µM (top dose mostly 57.5 µM), for the others: top-dose activation, most hits filed as activators | AID 1631 | purified PKM2, Kinase-Glo ATP luminescence, activation; response scale: 0% is enzyme alone, no compound | P14618; note: potency is the fitted concentration of half-maximal effect; % is set by controls: 0 for no effect and ±100 for the full control effect; nearly all actives have a fitted effect of over 55% in size
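Purified hPK-M2 (>95% pure) converted ADP (0.1 mM final) to ATP with 0.5 mM PEP in 50 mM imidazole pH7.2, KCl, MgCl2, Tween 20, BSA; 1 h at room temperature. ATP detected by Kinase-Glo luminescence.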
Menin-MLL TR inh: displaces Texas Red mutant MLL peptide from human menin; O00255; Menin + Texas Red MLL mutant peptide, fluorescence polarization; Potency, µM (series often up to 61.6 µM), without a hit: top-dose FP activity change, negative = inhibition, actives largely listed as inhibitors; hit rate 0.23% among 270,000; AID 1768; active = well fitted inhibition curve with a large enough effect in the polarisation, with a control signal flat, not every such curve was filed as active; inconclusive = small, poorly fitted or top-dose-only effect, or effect the other way, or a change in a side signal; inactive = no such curve, though single readings can be large or run the other way; the % refers to the polarisation; note: potency is the fitted concentration of half-maximal effect; % of control where 0% means no effect; many of its hits are not listed in these tables
Gal4-VP16 FLuc: Gal4-VP16 reporter inhibition counter-screen; Drosophila S2 Gal4-VP16 UAS-luciferase, luminescence, 20 h; Potency, µM (doses to about 53.6 µM), inactives show at the highest dose activity, negative = inhibition, usual class: inhibitors; hit rate 3.5% among 310,000;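 note: Gal4-VP16 expression switched on by copper sulfate through the metallothionein promoter; potency is the fitted concentration of half-maximal effect; % is set by controls: 0 for no effect and ±100 for the full control effect; nearly all actives have a fitted effect of over 50% in size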
FLuc modulator: counter-screen for miR-21 project: firefly luciferase inhibitors or activators | P08659 | purified FLuc, Km substrates, luminescence inhibition | Potency, µM (top dose mostly 57.5 µM), for inactives: at the top dose activity change, negative = inhibition, hits mostly inhibitors | hit rate 6.9% among 360,000 | AID 588342;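 note: potency is the fitted concentration of half-maximal effect; plate controls were vehicle for no effect and reference inhibitor for full effect; nearly all actives have a fitted effect of over 55% in size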
Target sequence (P08659 whole entry, looked up): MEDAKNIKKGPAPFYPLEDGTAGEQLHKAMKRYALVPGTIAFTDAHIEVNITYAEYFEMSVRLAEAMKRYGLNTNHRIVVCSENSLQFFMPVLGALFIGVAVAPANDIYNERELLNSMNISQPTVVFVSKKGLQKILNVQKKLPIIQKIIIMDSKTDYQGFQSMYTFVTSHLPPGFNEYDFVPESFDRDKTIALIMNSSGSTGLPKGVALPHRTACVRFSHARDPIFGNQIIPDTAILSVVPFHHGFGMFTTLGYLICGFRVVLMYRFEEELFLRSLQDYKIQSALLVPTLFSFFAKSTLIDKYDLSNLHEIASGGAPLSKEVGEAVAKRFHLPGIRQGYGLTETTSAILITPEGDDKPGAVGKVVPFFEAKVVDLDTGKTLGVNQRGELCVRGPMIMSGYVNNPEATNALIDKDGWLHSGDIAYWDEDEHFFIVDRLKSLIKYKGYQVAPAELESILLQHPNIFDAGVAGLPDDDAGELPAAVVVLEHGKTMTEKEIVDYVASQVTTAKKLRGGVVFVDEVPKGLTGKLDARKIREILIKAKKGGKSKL
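Biochemical qHTS of compounds, final roughly 60 µM downward over six points, against 10 nM purified firefly luciferase using Km concentrations of substrates (10 uM D-luciferin, 10 uM ATP) in Tris acetate pH 7.5 buffer; luminescence output.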
* marks the source's active call; other numbers are inactive results; ? = inconclusive; . = not tested or not shown; [ ] = remark or other dose. Unless noted, calls come from the whole dose curve; as a rule, active = well fitted curve in the direction sought with a large enough effect; inconclusive = small, poorly fitted or top-dose-only effect, or another doubt; inactive = no such curve, though single readings can be large; an effect the other way counts as inactive or inconclusive. A portion of the library; count on the stated rates, not on these rows.

SMILES	MBNL1 CUG block	RORgamma inh	ELG1 DNA repair	KCNH2 3.1 block	NPC1 prom act	Mito fusion yeast	Rab9 prom act	PKM2 act	Menin-MLL TR inh	Gal4-VP16 FLuc	FLuc modulator
COCCNS(=O)(=O)c1ccc(-c2ccc(Cl)cc2)cc1	-12%	12%	?	-3	0%	7%	-13%	-9%	9%	?	-9%
Cc1ccc(CN(C(=O)c2ccccc2C)C2CCS(=O)(=O)C2)o1 (centres undefined)	-5%	.	-4%	4	1%	0%	2%	-1%	7%	.	-1%
CC(C)(C)c1ccc(S(=O)(=O)N2CCCC2C(=O)N2CCOCC2)cc1 (centres undefined)	-3%	0%	9%	0	2%	-5%	-5%	-4%	1%	0%	1%
c1csc(C2=NNC(=NC3CCCCC3)SC2)c1	20%	?	?	10	1.3µM*	-3%	1µM*	.	1%	-22%	4.8µM*
CN(C)S(=O)(=O)c1ccc(NC(=O)Cn2c(-c3ccccc3)noc2=O)cc1	?	43%	1%	-5	6%	1%	5%	15%	11%	-3%	0%
Cc1onc(-c2c(F)cccc2Cl)c1C(=O)Nc1cccc2nsnc12	20%	0%	13%	5	3%	3%	-7%	-7%	?	0%	-1%
Cc1ccccc1-c1nc(C#N)c(N2CCC(C)CC2)o1	4%	-5%	?	-2	5%	-8%	22%	.	?	6%	24µM*
Cn1c(=O)c(C(=O)Nc2ccccn2)c(O)c2ccccc21	-7%	32%	?	-1	?	11%	2.8µM*	2%	4%	4%	4.8µM*
CC(=O)C(C)n1c(CN(C)Cc2ccccc2)nc2c1c(=O)n(C)c(=O)n2C (centres undefined)	1%	-1%	2%	26	-3%	-1%	-3%	-2%	4%	?	1%
COC(=O)[C@]1(CC(C)C)N[C@H](c2ccc(-c3ccc(OC)cc3)cc2)[C@@H]2C(=O)N(C)C(=O)[C@@H]21	.	.	-2%	-4	0%	29%	1%	.	.	.	-14%
O=c1c2c([nH]n1-c1ccccc1)CCCC2	1%	-18%	5%	5	6%	5%	-8%	2%	?	-1%	1%
CCOCCCNC(=O)c1cc2c(=O)n3cccc(C)c3nc2s1	?	-1%	3%	-1	1%	-3%	5%	.	-20%	2%	-19%
CC(C)CN1CCC(=O)N([C@H](CO)Cc2ccccc2)CC1	20%	-27%	24%	-5	-1%	2%	0%	-3%	1%	-2%	5%
CC(C)C(NS(=O)(=O)c1cccs1)C(=O)NCc1ccc2c(c1)OCO2 (centres undefined)	?	-14%	2%	6	6%	2%	1%	7%	-15%	-16%	9%
CCN1C(=O)C(CC(=O)Nc2c(C)cccc2C)SC1=Nc1ccc(S(N)(=O)=O)cc1 (centres undefined)	-6%	0%	10%	-16	-5%	3%	2%	-5%	13%	3%	0%
O=C(COC(=O)c1ccccc1O)NC(=O)NCc1ccccc1	.	.	2%	-3	-6%	-1%	-3%	.	.	.	8%
CCSC1=NC(C)(C)C=C(C)N1	-13%	-14%	8%	-1	-3%	-9%	0%	8%	3%	-2%	-1%
CCN1CCN(C(c2cccs2)C(C)NC(=S)NC2CCCCC2)CC1 (centres undefined)	5%	-44%	-5%	-11	-2%	-4%	-17%	1%	.	3%	2%
COc1ccc(S(=O)(=O)Cc2ccc(C(=O)N3CCN(C4CCCCC4)CC3)o2)cc1	4%	45%	1%	27	-1%	-1%	-7%	-2%	5%[11.7 µM]	0%	2%
COc1cc(NC(=O)c2ccco2)c(OC)cc1NC(=O)c1cc(OC)c(OC)c(OC)c1	?	41%	?	6	-5%	2%	-8%	0%	13%	13%	1%
COc1ccccc1C(=O)COC(=O)Cc1n[nH]c(=O)c2ccccc12	.	.	-2%	7	-5%	2%	1%	.	.	.	4%
COc1cc(/C=N/NC(=O)c2cccc(N3CCCC3=O)c2)ccc1O	?	-39%	28%	-16	-3%	-15%	3%	.	.	-28%	?
O=[N+]([O-])c1ccc2c(c1)C(O)n1nc(-c3ccccc3)nc1S2 (centres undefined)	6%	16%	?	6	-6%	9%	-3%	1%	.	3%	2%
COc1ccc(N=C2C(=O)Nc3ccc(C)c(Br)c32)cc1	6%	-16%	7%	3	-4%	-2%	-7%	3%	-17%	?	8.5µM*
Cc1onc(-c2c(F)cccc2Cl)c1C(=O)OCc1nnc(-c2ccccc2)o1	.	.	-16%	7	0%	22%	1%	.	.	.	.
(next part)
SMILES	MBNL1 CUG block	RORgamma inh	ELG1 DNA repair	KCNH2 3.1 block	NPC1 prom act	Mito fusion yeast	Rab9 prom act	PKM2 act	Menin-MLL TR inh	Gal4-VP16 FLuc	FLuc modulator
Cc1ccc(-n2nc3c(N4CCC(C(=O)NCCc5cccs5)CC4)nnc(C)c3c2C)cc1	154%[activator]	-40%	?	10	-4%	-4%	-4%	.	.	?	2%
CCOc1ccc(OCC)c(S(=O)(=O)n2ccnc2C)c1	-18%	2%	0%	6	-2%	-7%	3%	4%	-28%	-7%	3%
C=CCSc1nc2sc3c(c2c(=O)n1CC)CCC3	-6%	6%	-1%	14	-1%	-3%	0%	-4%	-25%	-12%	0%
Cc1ccc(CC2(O)CC(C)N(C)CC2C)c(C)c1 (centres undefined)	8%	-19%	-2%	12	-5%	-5%	-2%	-8%	15%	-7%	2%
O=c1c2ccccc2nnn1CSc1ccccc1F	24%	?	?	10	1.3µM*	11%	0.89µM*	-12%	10%	?	2.7µM*
Nc1nccc(/C=C/c2c(Cl)cccc2Cl)n1	2%	-18%	?	-10	-1%	-7%	-1%	-2%	.	7%	?
COC(=O)c1c(NC(=O)CSc2n[nH]c(N)n2)sc(C)c1C	-5%	2%	1%	-4	-2%	-2%	3%	1%	1%	10%	4%
CC(=O)Nc1ccc(C(=O)NCC(=O)OCc2c(F)cccc2Cl)cc1	-4%	?	?	-12	-1%	-2%	-4%	-1%	7%	5%	19µM*
O=C(/C(=C/O)N=Nc1ccccc1)c1cccs1	24%	14%	-26%	5	-6%	-2%	-1%	5%	?	-2%	?
CCN(Cc1ccccc1)C(=O)c1oc2ccc(S(=O)(=O)N3CCOCC3)cc2c1C	1%	35%	?	-2	-5%	10µM*	-6%	.	-10%	-2%	3%
O=C1CN(C(=O)c2ccccc2Br)C(c2ccc(F)cc2)c2cc(F)ccc2N1 (centres undefined)	10%	17%	-4%	-8	0%	-10%	0%	.	0%	-10%	-2%
Cc1ccccc1OCCC(=O)OCC(=O)Nc1ccc(N2CCOCC2)cc1	-5%	-31%	11%	-10	4%	-2%	9%	-10%	.	7%	-10%

Five compounds from above, reduced to ELG1 DNA repair:
molecule | ELG1 DNA repair
O=c1c2ccccc2nnn1CSc1ccccc1F | ?
COC(=O)c1c(NC(=O)CSc2n[nH]c(N)n2)sc(C)c1C | 1%
CCOc1ccc(OCC)c(S(=O)(=O)n2ccnc2C)c1 | 0%
C=CCSc1nc2sc3c(c2c(=O)n1CC)CCC3 | -1%
Cc1ccc(CC2(O)CC(C)N(C)CC2C)c(C)c1 (centres undefined) | -2%

An excerpt from above in order of heavy-atom count, highest first:
SMILES	MBNL1 CUG block	RORgamma inh	ELG1 DNA repair	KCNH2 3.1 block	NPC1 prom act	Mito fusion yeast	Rab9 prom act	PKM2 act	Menin-MLL TR inh	Gal4-VP16 FLuc	FLuc modulator
O=C1CN(C(=O)c2ccccc2Br)C(c2ccc(F)cc2)c2cc(F)ccc2N1 (centres undefined)	10%	17%	-4%	-8	0%	-10%	0%	.	0%	-10%	-2%
CCOc1ccc(OCC)c(S(=O)(=O)n2ccnc2C)c1	-18%	2%	0%	6	-2%	-7%	3%	4%	-28%	-7%	3%
C=CCSc1nc2sc3c(c2c(=O)n1CC)CCC3	-6%	6%	-1%	14	-1%	-3%	0%	-4%	-25%	-12%	0%
